Screening results: PubChem, The Scripps Research Institute Molecular Screening Center
FBW7 activator = human FBW7 E3 ligase activation, primary screen. Q969H0. AlphaScreen FBW7–phospho-cyclin E peptide binding, activator screen. normalized activity (activation), % at 26.1 µM. 650,000 compounds, 0.13% hits; in the data active means normalized activity above about 1.9%;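 further: purified mutant Fbw7 with reduced substrate affinity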
Target sequence (Q969H0 whole entry, looked up): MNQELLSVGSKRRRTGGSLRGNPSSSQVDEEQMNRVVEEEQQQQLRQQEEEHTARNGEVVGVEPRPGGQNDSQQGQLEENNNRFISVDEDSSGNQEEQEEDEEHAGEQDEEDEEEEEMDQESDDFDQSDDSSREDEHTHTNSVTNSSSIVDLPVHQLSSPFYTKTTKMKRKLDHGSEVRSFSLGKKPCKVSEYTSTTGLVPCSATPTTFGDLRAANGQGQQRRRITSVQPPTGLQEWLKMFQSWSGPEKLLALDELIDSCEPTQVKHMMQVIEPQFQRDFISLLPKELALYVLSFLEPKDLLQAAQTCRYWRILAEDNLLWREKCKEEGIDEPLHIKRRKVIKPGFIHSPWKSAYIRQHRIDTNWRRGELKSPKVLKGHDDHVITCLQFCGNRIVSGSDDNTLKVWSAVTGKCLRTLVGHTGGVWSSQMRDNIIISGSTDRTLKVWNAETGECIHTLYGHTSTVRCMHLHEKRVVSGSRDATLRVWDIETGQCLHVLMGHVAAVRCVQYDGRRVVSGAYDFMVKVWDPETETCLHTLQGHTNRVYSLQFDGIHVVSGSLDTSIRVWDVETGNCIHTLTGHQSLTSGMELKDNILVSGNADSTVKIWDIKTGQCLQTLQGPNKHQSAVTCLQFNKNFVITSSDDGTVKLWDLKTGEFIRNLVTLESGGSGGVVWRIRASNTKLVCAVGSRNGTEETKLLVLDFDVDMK
TEAD-YAP block = TEAD-YAP interaction inhibition | HEK-TIYL cells, TEAD-Gal4/YAP UAS-luciferase luminescence | inhibition, % at 9.12 µM | 640,000 compounds, 1.4% hits | AID 1259422; in the data active means inhibition above about 32%;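 further: 0% = median of test compound wells and 100% = reference inhibitor wells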
MITF inh = inhibitors of human MITF; 650,000 compounds, 0.91% hits; AlphaScreen MITF homodimerization, bead proximity signal; O75030; AID 1259374; inhibition, % at 2.6 µM; in the data active means inhibition above about 50%;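 further: 0% = vehicle wells with protein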
GPR151 activ = activators of human GPR151. Q8TDV0. PathHunter beta-arrestin GPR151 cells, luminescence. activation, % at 11.2 µM. 650,000 compounds, 1% hits; in the data active means activation above about 4.9%;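 further: 0% = median of compound wells and 100% = cells with positive control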
* = called active by the depositor; nt = no result given.

Second line of a record – FBW7 activator, TEAD-YAP block, MITF inh, GPR151 activ
1) Nc1nc(NCc2cccc(C(F)(F)F)c2)cc(N2CCN(Cc3ccc4c(c3)OCO4)CC2)n1
  -0.4, 16, 14, 0.8
2) CCOc1ccc(NS(=O)(=O)c2cc(N)ccc2Cl)cc1Br
  0.1, 11, 13, 2.5
3) COc1cc(C2C3=C(CC(C)(C)CC3=O)OC3=C2C(=O)CC(C)(C)C3)ccc1OCc1ccc(F)cc1
  2.0*, -5, 21, -1.9
4) Cc1cnc(Nc2ccncn2)nc1NC1CCN(Cc2ccccc2)CC1
  0.2, 24, -12, -3.3
5) Cc1ccc(S(=O)(=O)c2ccccc2)cc1S(=O)(=O)Nc1ccccn1
  -0.1, 2, 3, 0.3
6) COc1ccc(N2CCN(Cn3cnc4ccccc43)CC2)cc1
  0.2, 7, 3, 0.6
7) Cc1ccc(C(NC(=O)N2CCCC2)C(Cl)Cl)cc1F (stereo not given)
  0.0, 9, 4, 0.4
8) N#C/C(=C\c1ccc(O)c(O)c1)C(=O)c1ccc(O)c(O)c1
  -0.3, 5, 86*, -0.4
9) Cc1cc(C(=O)OCC(=O)N2CCCC2)c(C)o1
  0.1, -5, -21, -0.1
10) N#C/C(=C\c1cc(Br)ccc1O)c1nc2ccccc2s1
  0.0, 2, 1, -0.7
11) CCCNc1nc(-c2ccc(N3CCN(C)CC3)cc2)nc2c1ncn2C(C)C
  -0.2, 14, 7, -1.8
12) CCCN[C@@H](/C(=C/CCO)C1=CCCC1)c1cccc(Cl)c1
  0.1, 2, 23, -2.4
13) Cc1c(C(=O)NCC2COc3ccccc3O2)sc2ncn(CC(=O)N3CCCCC3C)c(=O)c12 (stereo not given)
  0.2, 3, -4, 2.3
14) O=C(c1ccccc1F)N1CCC2(CC1)OCc1cc(Cl)ccc1O2
  -0.2, 19, -5, 0.6
15) COc1ccc(-c2nc(N)c3ncn(Cc4ccc(C(F)(F)F)cc4)c3n2)cc1
  0.0, -2, 6, 1.7
16) CC(C)c1ccc(S(=O)(=O)c2nnn3c2nc(N)c2ccccc23)cc1
  0.0, 7, 3, 1.0
17) O=C(CCSc1ccccc1)N1CCN(c2ccc(F)cc2)CC1
  0.0, -26, 20, -2.0
18) O=C(NCC1CCC2(CCN(C(=O)Cc3ccccc3)CC2)O1)C1CCCO1 (stereo not given)
  0.0, -26, 15, 2.6
19) Cc1ccccc1C(=O)NC(C(C)C)C(C)C
  0.2, 7, 6, 1.2
20) C/C(N)=C(/C#N)C(=O)CSc1nnc(-c2cccs2)n1N
  0.0, -59, 0, -0.9

The closing 6 compounds of the part above are carried over, then new ones follow:
Second line of a record – FBW7 activator, TEAD-YAP block, MITF inh, GPR151 activ
15) COc1ccc(-c2nc(N)c3ncn(Cc4ccc(C(F)(F)F)cc4)c3n2)cc1
  0.0, -2, 6, 1.7
16) CC(C)c1ccc(S(=O)(=O)c2nnn3c2nc(N)c2ccccc23)cc1
  0.0, 7, 3, 1.0
17) O=C(CCSc1ccccc1)N1CCN(c2ccc(F)cc2)CC1
  0.0, -26, 20, -2.0
18) O=C(NCC1CCC2(CCN(C(=O)Cc3ccccc3)CC2)O1)C1CCCO1 (stereo not given)
  0.0, -26, 15, 2.6
19) Cc1ccccc1C(=O)NC(C(C)C)C(C)C
  0.2, 7, 6, 1.2
20) C/C(N)=C(/C#N)C(=O)CSc1nnc(-c2cccs2)n1N
  0.0, -59, 0, -0.9
21) CCC(CC)N[C@H]1C[C@@H](C(=O)N(CC)CC)N(Cc2cccc(Cl)c2)C1
  0.2, 8, 5, -0.1
22) N#CC1=C(N)Oc2n[nH]c(-c3cccc([N+](=O)[O-])c3)c2C1c1cccc(O)c1 (stereo not given)
  -0.1, -9, -2, -2.3
23) CC(C)(C)n1nc2c(c1NC(=O)c1ccc(Cl)cc1)CSC2
  0.1, 2, -2, -1.2
24) COc1ccc(CN2CCC(C3(C)NC(=O)NC3=O)CC2)c(OC)c1 (stereo not given)
  0.1, -8, 4, 0.0
25) CN(CCOc1ccc(Cl)cc1)c1ccc(S(=O)(=O)N2CCCCC2)cn1
  0.0, -2, -5, -0.7
26) Cc1ccc(OCC(=O)Oc2cccc(N3C(=O)C4C5CCC(C5)C4C3=O)c2)cc1C (stereo not given)
  0.2, 1, 2, -0.9
27) COc1ccc(C(=O)N2CCc3nncn3CC2)cc1
  -0.2, -3, -6, 0.7
28) CC(C)OC(=O)CCC/C=C\C[C@@H]1[C@@H](/C=C/[C@H](O)COc2cccc(C(F)(F)F)c2)[C@H](O)C[C@@H]1O
  nt, nt, 29, -0.7
29) CC(C)CC(=O)Nc1ccc(N2CCCC2)cc1
  0.1, -1, 19, 1.7
30) COc1ccc(C(=O)NC(=S)NC2CCCCC2)cc1
  -0.2, -52, 0, -0.2
31) CC(=O)Nc1ccccc1NC(=O)COc1ccc(Cl)c(C)c1
  -0.1, 4, 6, -0.4
32) CC1CCCCN1CCN1C(=O)C2C(C(=O)Nc3ccc(Br)cc3)C3C=CC2(O3)C1C(=O)NC1CCCCC1 (stereo not given)
  0.4, 12, -2, -1.6
33) COC(=O)c1cn[nH]c1NC(=S)Nc1ccccc1C
  0.0, -69, 0, 0.6
34) COc1ccc(F)cc1C(=O)C1CCCN(C2CCN(Cc3ccccn3)CC2)C1 (stereo not given)
  0.1, 21, 8, 0.6
35) Cc1cc2nc(Sc3c([N+](=O)[O-])ncn3C)[nH]c2cc1C
  0.7, 16, 6, 0.2
36) O=[N+]([O-])c1ccc2nc(CCCO)[nH]c2c1
  1.2, 16, 24, 2.6
37) O=C(c1csc(-c2cc3ccccc3[nH]2)n1)N1CCc2ccccc21
  0.0, 40*, 1, -0.4
38) CN1CCN(CCCN(Cc2ccco2)C(=S)Nc2ccc(Cl)cc2)CC1
  0.4, 10, 17, -0.3
39) CSc1ccccc1NC(=O)c1cccs1
  0.4, -26, -5, -2.4
40) CC1=NOC(=O)/C1=C/c1ccc(OCc2ccc(Cl)cc2)cc1
  0.1, -42, 56*, -2.4
41) O=C1CC(n2nc(-c3ccc(Cl)cc3)n(-c3ccccc3)c2=S)C2COC1O2 (stereo not given)
  -0.2, 6, -6, -0.3
42) O=C(C1CCCCC1)N1CCN(c2ncnc3c2cnn3-c2ccccc2)CC1
  0.0, 7, 6, 1.8
43) CCOC(=O)c1[nH]c(C)c(CN(C(C)=O)c2ccc(F)cc2)c1C
  0.1, 15, 10, -0.8
44) CC1=C(C(=O)Nc2ccccc2)C(c2ccccc2)NC(=O)N1 (stereo not given)
  0.2, 1, 13, 0.5
45) CCS(=O)(=O)Nc1cccc(NS(=O)(=O)CC)c1
  0.0, 7, 19, 0.8
46) N#C/C(=C\c1ccc(C(=O)O)cc1)C(=O)N1CCCC1
  -0.3, 3, -14, -1.6
47) CNc1ccc(Cl)cc1C(NC(N)=O)c1ccccc1 (stereo not given)
  0.1, 7, -6, 0.2
48) O=C(c1nc2sccn2c1CNCC1(c2ccccc2)CCOCC1)N1CCCC1
  -0.1, -3, -5, 0.9
49) CCOc1c(C)cnc2c1c(=O)n(Cc1cccnc1)c(=O)n2C
  0.0, -12, -1, -1.2
50) Nc1cccc(-c2nc3cc4ccccc4cc3[nH]2)c1
  0.2, 50*, -14, -7.9
51) CCc1nnc(NC(=O)CSc2nc3cc(OC)c(OC)cc3cc2C#N)s1
  0.0, -2, 12, -0.7
52) COc1ccc(CCN(C)C2CCCN(C(=O)NCc3ccccc3)C2)cc1OC (stereo not given)
  0.8, 7, 14, 0.9
53) COC(=O)C(CC(C)C)NC(=O)c1ccc([N+](=O)[O-])c(C)c1 (stereo not given)
  0.0, 3, 0, -0.6
54) CC(CCc1ccccc1)NC(=O)CC(C)(C)CC1=NS(=O)(=O)c2ccccc2N1 (stereo not given)
  1.5, 2, 7, -0.6
55) CCOCCOC(=O)C1=C(C)NC2=C(C(=O)CC(C)(C)C2)C1c1ccccc1C(F)(F)F (stereo not given)
  0.2, 7, -12, 0.0
56) COc1ccc(-c2ccc(/C=N/N3C(=O)C4C5C=CC(C6CC56)C4C3=O)o2)c([N+](=O)[O-])c1 (stereo not given)
  -0.2, 8, 10, 5.0*
57) COc1ccc(-c2nc(-c3cccc(OC)c3)[nH]c2-c2ccc(OC)cc2)cc1
  0.0, -9, 10, 0.8
58) COc1ccc(OC)c(N2C(=O)CC(NNC(=O)c3ccc4c(c3)OCO4)C2=O)c1 (stereo not given)
  -0.1, 0, 0, -1.5
59) CCOC(=O)C1=C(C)N=c2s/c(=C\c3ccc(OC(C)=O)c(OC)c3)c(=O)n2C1c1ccccc1OC(C)C (stereo not given)
  -0.1, -4, -5, 0.6
60) CN1CCCC(CC2c3ccccc3Sc3ccccc32)C1 (stereo not given)
  0.4, nt, 7, 1.0

A second format for part of the listing above.
| entry | SMILES | FBW7 activator | TEAD-YAP block | MITF inh | GPR151 activ |
| --- | --- | --- | --- | --- | --- |
| 54 | CC(CCc1ccccc1)NC(=O)CC(C)(C)CC1=NS(=O)(=O)c2ccccc2N1 (stereo not given) | 1.5 | 2 | 7 | -0.6 |
| 55 | CCOCCOC(=O)C1=C(C)NC2=C(C(=O)CC(C)(C)C2)C1c1ccccc1C(F)(F)F (stereo not given) | 0.2 | 7 | -12 | 0.0 |
| 53 | COC(=O)C(CC(C)C)NC(=O)c1ccc([N+](=O)[O-])c(C)c1 (stereo not given) | 0.0 | 3 | 0 | -0.6 |

Next section.
Second line of a record – FBW7 activator, TEAD-YAP block, MITF inh, GPR151 activ
61) CC(C)c1ccc(C2CC(=O)Nc3c2ccc2ccccc32)cc1 (stereo not given)
  0.0, -10, 2, -1.4
62) CCc1ccc(OCCCC(=O)Nc2ccc(S(=O)(=O)Nc3ncccn3)cc2)cc1
  0.1, 10, 6, -1.4
63) Cc1c(C(=O)O)oc2c3c(ccc12)OCCO3
  0.0, 8, 19, -0.7
64) CSc1cccc2sc(N3CCN(C(=O)c4ccccc4)CC3)nc12
  -0.1, -4, 0, -1.7
65) Cc1ccc(C2C3=C(CC(c4cccc(Br)c4)CC3=O)Nc3ccccc3N2C(=O)CCC(=O)O)cc1 (stereo not given)
  -0.1, 10, -1, 0.0
66) CC1(C)C2CCC1(C)C(OCC(O)CN1CCOCC1)C2 (stereo not given)
  -1.0, 5, 0, -0.7
67) O=C1OCc2cc(-c3ccc(/C=c4\sc5nc6cccnc6n5c4=O)o3)ccc21
  -0.2, -3, 0, 0.0
68) CCOc1ccccc1N(CC(=O)Nc1cccc(Cl)c1)S(C)(=O)=O
  0.2, 0, 15, -0.1
69) CCCCSc1nc(N2CCCC2)c2c(c1C#N)CC(C)(C)OC2
  0.0, 6, 5, -0.3
70) COc1cc(OC)nc(OC(Cc2cnccn2)c2ccc(C(F)(F)F)cc2)n1 (stereo not given)
  0.1, -6, 5, -1.8
71) CCOCCn1cnc2sc(C(=O)Nc3ccc(F)c(Cl)c3)c(C)c2c1=O
  0.0, -11, -6, 1.9
72) O=C1N/C(=C/c2cccc(F)c2)C(=O)N1Cc1ccc(Br)cc1
  0.5, 55*, 1, -0.7
73) CC(C)(C)OC(=O)N1CCC[C@H]1C(=O)N1CCN(c2ccccc2)CC1
  0.2, 10, 17, -0.7
74) Cc1ccc(-c2[nH]ncc2C(=O)c2ccc(F)cc2)c(O)c1
  0.0, 6, 14, -0.6
75) CS(=O)(=O)N(CC(=O)NCCC1=CCCCC1)c1cccc(Cl)c1Cl
  0.0, 0, 9, 0.2
76) COc1ccc(-n2cc(-c3ccccc3)nc2SCC(=O)Nc2ccccc2C)cc1
  0.3, 3, 6, -0.9
77) COc1ccc(-c2c(C#N)c(SCC(=O)Nc3cc(C)ccc3C)nc(C)c2C(=O)Nc2ccccc2)cc1
  0.2, 13, 13, 3.4
78) O=C(COC(=O)c1ccc(Cl)cc1O)NCCN1C(=O)CSC1=O
  0.0, -1, 7, -1.6
79) COc1ccccc1NC(=O)Nc1ccnn1Cc1cccs1
  0.3, 1, 9, -1.1
80) COc1ccc(C(=O)Nc2ccccc2C(=O)NC(C(=O)NNC(=O)c2ccc(C)cc2)C(C)C)cc1 (stereo not given)
  1.1, -8, 23, 0.1
81) Cc1ccc(C2CC(c3ccccc3Cl)n3nc(N)nc3N2)cc1 (stereo not given)
  0.4, 2, 24, -2.1
82) Cc1nc2cnc(-c3ccncc3)cn2c1NC(=O)c1ccccc1
  -0.1, 3, 2, -0.7
83) Cc1cc([N+](=O)[O-])ccc1NC(=O)/C(C#N)=C/c1ccc(Cl)cc1
  0.2, 1, -12, -1.0
84) CCCC(=O)Nc1ccc2c(c1)C(=O)N(C1CCCCC1)C2=O
  0.5, 11, 58*, -1.1
